NCI-60 one-dose screen, 48 h, at 10 µM unless noted. Numbers give growth in % (100 = growth as untreated, 0 = no growth, -100 = all killed).
KM12: KM12 colon cancer cells. actives 5% (n = 82,000). AID 1794800
HT29: HT29 colon cancer; AID 1794748; actives 7.4% (n = 81,000)
SNB-75: SNB-75 CNS cancer; actives 5% (n = 79,000)
HCC-2998: HCC-2998 colon cancer | actives 4.7% (n = 79,000)
SF-539: SF-539 CNS cancer | actives 6.8% (n = 81,000)
SF-295: SF-295 CNS cancer cells. actives 5.6% (n = 79,000)
SF-268: SF-268 CNS cancer cells. actives 3.1% (n = 82,000). AID 1794759
SW-620: SW-620 colon cancer. actives 5.2% (n = 82,000). AID 1794795
SNB-19: SNB-19 CNS cancer cells | AID 1794751 | actives 2.5% (n = 81,000)
Starred values were filed as active, the others as inactive; / = not tested or not shown; & = joins results of further samples. Rule for the calls: active = growth percent below 10; inactive = the rest.

no. | structure | HCC-2998 | SF-268 | SNB-75 | SF-539 | HT29 | SW-620 | SNB-19 | SF-295 | KM12
1 | Cc1ccn2c3c(c(C(=O)O)c2c1)C(=O)c1ccccc1C3=O | 62 | 80 | 88 | 66 | 39 | 74 | 50 | 27 | 67
2 | N#Cc1ccc[n+](CCBr)c1 | 102 | 94 | 78 | 91 | 88 | 90 | 105 | / | 105
3 | CCC(=O)C(=O)c1ccccc1 | 101 | 98 | 100 | 98 | 99 | 102 | 97 | 101 | 98
4 | COc1cc(C2CC(c3ccc(S(=O)(=O)NCCNc4nc(Nc5ccc(F)cc5)nc(N(C)C)n4)cc3)=Nc3c(N)nc(N)nc3N2)cc(OC)c1OC (configuration not stated) | 88 | 83 | 83 | 86 | 97 | 96 | 67 | 94 | 96
5 | CN1CC(c2ccc([N+](=O)[O-])cc2)C(C(=O)c2cccc(O)c2)C12C(=O)c1ccccc1C2=O (configuration not stated) | 99 | 98 | 86 | 96 | 108 | 93 | 94 | 93 | 103
6 | Nc1c(C(=O)Nc2ccccc2)sc2nc3c(cc12)CCCCC3 | 44 | 31 | -6.6* | 8.0* | -15* | 24 | 22 | -4.7* | 12
7 | COC(CCN(Cc1ccccc1)Cc1ccccc1)N1CCCC1=O (configuration not stated) | 106 | 102 | 130 | / | 127 | 103 | 94 | 91 | 99
8 | O=C1CC(c2cccc(F)c2)c2c(n[nH]c2-c2ccc(Cl)cc2)N1 (configuration not stated) | 102 | 94 | 97 | 91 | 81 | 114 | 99 | 92 | 92
9 | Cc1cc(SCc2ccccc2Cl)nc(N)n1 | 101 | 97 | 94 | 104 | 111 | 84 | 92 | 92 | 98
10 | O=c1c2cccc3c(N4CCOCC4)ccc(c32)c2nc3ccccc3n12 | 73 | 109 | 79 | 90 | 94 | 103 | 96 | 86 | 78
11 | Cc1ccc(-c2nnc(CSc3nc(-c4ccc(F)cc4)c(C#N)c(=O)[nH]3)o2)cc1 | 110 | 102 | 95 | 94 | 103 | 104 | 107 | 96 | 105
12 | O=S(=O)(NCCCNc1nccc(-c2[nH]c(-c3ccccc3)nc2-c2ccc(F)c(O)c2)n1)c1ccc(Br)cc1 | 79 | 84 | 72 | 95 | 101 | 114 | 99 | 34 | 72
13 | COc1cccc(NC(=O)Nc2cccc(-c3ccc(=O)[nH]n3)c2)c1 | 105 | 105 | 79 | 99 | 100 | 106 | 100 | / | 84
14 | COc1cc2nc(Cl)nc(Nc3cccc(C(=O)/C=C/c4ccc5c(c4)OCO5)c3)c2cc1OC | 114 | 98 | 88 | 93 | 108 | 106 | 93 | 101 | 94
15 | Cc1nc(C)c(C(=O)NNC(=O)C[n+]2ccccc2)cc1C(=O)NNC(=O)C[n+]1ccccc1 | 111 | 100 | 96 | 98 | 99 | 106 | 106 | 103 | 100
16 | COC(=O)[C@H]1CCCN1C(=O)[C@@H]1CCCN1C(=O)CNC(=S)Nc1cc(C(F)(F)F)cc(C(F)(F)F)c1 | 97 | 113 | 71 | 118 | 99 | 106 | 99 | 92 | 109
17 | CCOC(=O)N1CCN(S(=O)(=O)c2oc(-c3ccc(Cl)cc3)nc2C#N)CC1 | 104 | 109 | 88 | 89 | 79 | -49* | 98 | 102 | 108
18 | O=C(NC(=S)Nc1ccccc1Cl)c1ccccc1 | / | 100 | 96 | 100 | / | 107 | 107 | 104 | 95
19 | CN(C)c1oc(/C=C/c2nc(C#N)c(N(C)C)o2)nc1C#N | 104 | 115 | 99 | 105 | 109 | 112 | 103 | 99 | 116
20 | Cc1cc(C(=O)NNCc2ccccc2)no1 | 111 | 103 | 95 | 101 | 104 | 100 | 97 | 813 | 109
21 | C[C@@H]1C=C[C@@H]2C[C@H](CO)CC[C@H]2[C@@H]1C(=O)O | 96 | 113 | 97 | 110 | 104 | 104 | 100 | 104 | 107
22 | Oc1ccccc1-c1cn2ccnc2c(-c2ccc(Cl)cc2)n1 | 77 | 76 | 67 | 70 | 58 | 43 | 79 | 78 | 61
23 | Oc1ccc(/C=N\Nc2ccccn2)c(O)c1 | 24 | 16 | 9.9* | -0.8* | 52 | 35 | 29 | -4.3* | 38
24 | Cc1cccc(CSc2nc(N)nc3nc[nH]c23)n1 | / | 96 | 96 | 98 | 100 | 102 | 100 | 98 | 103
25 | COC1=C(OC)C(=O)C(OC)=C(OC)C1=O | 89 | 94 | 106 | 114 | 104 | 101 | 99 | 98 | 100
26 | O=C(O)C1CCC1 | 103 | 110 | 85 | 103 | 107 | 100 | 108 | / | 103
27 | Cc1nc2ccccc2c(/C=C/c2ccccc2)c1C(=O)/C=C/c1ccc2c(c1)OCO2 | 75 | 71 | 62 | 93 | 45 | 42 | 79 | 71 | 59
28 | Cc1c(Cc2ccccc2)c(=O)oc2c(C)c(OCc3nnc(SC/C=C/c4ccccc4)o3)ccc12 | 104 | 93 | 97 | 109 | 89 | 103 | 98 | 108 | 101
29 | OCc1cc(CN2CCC(N3CCOCC3)CC2)c(O)c2ncccc12 | 73 | 58 | 68 | 68 | 58 | 47 | 59 | 48 | 51
30 | CN(C)c1ccc(NC(=O)Cc2ccc(/C=C/C(=O)c3ccccc3O)cc2)cc1 | 93 | 98 | 91 | 94 | 85 | 90 | 85 | 95 | 84
31 | O=C(CC1CCCCN1)C(F)(F)F (configuration not stated) | 115 | 99 | 104 | 107 | 103 | 115 | 117 | 128 | 108
32 | O=C(NCCc1ccccn1)C(O)C(Cc1ccccc1)N(Cc1ccccc1)Cc1ccccc1 (configuration not stated) | 87 | 81 | 91 | 85 | 74 | 92 | 87 | 68 | 67
33 | Nc1ncnc2c1ncn2CCOc1nc(Oc2ccccc2C(=O)O)cc(-c2ccco2)n1 | 100 | 100 | 93 | 108 | 98 | 104 | 103 | 97 | 111
34 | CCOc1ccc2nc(SCc3nc4n(n3)S(=O)(=O)c3ccccc3N4C)sc2c1 | 28 | 26 | -15* | 8.5* | 62 | 14 | 31 | 6.7* | 7.5*
35 | CCc1nnc(CNc2ccc(Cl)cc2)o1 | 98 | 96 | 83 | 97 | 95 | 98 | 106 | 102 | 101
36 | Oc1ccccc1OCc1ccccc1 | 95 | 91 | 91 | 100 | 101 | 94 | 105 | 100 | 88

Some of these compounds in order of length of the SMILES, high to low:
no. | structure | HCC-2998 | SF-268 | SNB-75 | SF-539 | HT29 | SW-620 | SNB-19 | SF-295 | KM12
28 | Cc1c(Cc2ccccc2)c(=O)oc2c(C)c(OCc3nnc(SC/C=C/c4ccccc4)o3)ccc12 | 104 | 93 | 97 | 109 | 89 | 103 | 98 | 108 | 101
27 | Cc1nc2ccccc2c(/C=C/c2ccccc2)c1C(=O)/C=C/c1ccc2c(c1)OCO2 | 75 | 71 | 62 | 93 | 45 | 42 | 79 | 71 | 59
32 | O=C(NCCc1ccccn1)C(O)C(Cc1ccccc1)N(Cc1ccccc1)Cc1ccccc1 (configuration not stated) | 87 | 81 | 91 | 85 | 74 | 92 | 87 | 68 | 67
33 | Nc1ncnc2c1ncn2CCOc1nc(Oc2ccccc2C(=O)O)cc(-c2ccco2)n1 | 100 | 100 | 93 | 108 | 98 | 104 | 103 | 97 | 111
34 | CCOc1ccc2nc(SCc3nc4n(n3)S(=O)(=O)c3ccccc3N4C)sc2c1 | 28 | 26 | -15* | 8.5* | 62 | 14 | 31 | 6.7* | 7.5*
29 | OCc1cc(CN2CCC(N3CCOCC3)CC2)c(O)c2ncccc12 | 73 | 58 | 68 | 68 | 58 | 47 | 59 | 48 | 51
25 | COC1=C(OC)C(=O)C(OC)=C(OC)C1=O | 89 | 94 | 106 | 114 | 104 | 101 | 99 | 98 | 100
31 | O=C(CC1CCCCN1)C(F)(F)F (configuration not stated) | 115 | 99 | 104 | 107 | 103 | 115 | 117 | 128 | 108
36 | Oc1ccccc1OCc1ccccc1 | 95 | 91 | 91 | 100 | 101 | 94 | 105 | 100 | 88

Following part
no. | structure | HCC-2998 | SF-268 | SNB-75 | SF-539 | HT29 | SW-620 | SNB-19 | SF-295 | KM12
37 | N#Cc1c(-c2ccc(Cl)cc2)nc(NN=Cc2cccc([N+](=O)[O-])c2)nc1N1CCOCC1 | 104 | 88 | 67 | 82 | 91 | 98 | 90 | 96 | 76
38 | CCOC(=O)CC1CSC(N/N=C/c2ccc(O)cc2)=N1 (configuration not stated) | 97 | 96 | 93 | 95 | 106 | 98 | 106 | 99 | 100
39 | N/C(=N\c1nc2ccccc2s1)NC(=O)Nc1cccc2ccccc12 | 39 | 56 | 5.8* | -21* | 6.2* | 20 | 35 | 33 | 15
40 | Cc1nc(N2CCOCC2)sc1S(N)(=O)=O | 104 | 94 | -0.6* | 98 | 102 | 92 | 102 | 94 | 94
41 | Oc1ccccc1C1N=NC2=C(CCCC2)N1O (configuration not stated) | 99 | 102 | 92 | 100 | / | 106 | 98 | 109 | 120
42 | O=C(Cc1ccc(/C=C/C(=O)c2ncc[nH]2)cc1)Nc1ccc(F)cc1 | 80 | 28 | 20 | -22* | 3.9* | 4.1* | 14 | 33 | 8.0*
43 | Cn1c(=O)[nH]c2nc(SCC(=O)Nc3ccc(C(=O)/C=C/c4ccc(Cl)cc4)cc3)[nH]c2c1=O | 99 | 91 | 80 | 94 | 101 | 83 | 95 | 84 | 36
44 | Nc1ccc(N2N=C(N3CCCC3)CC2=O)cc1 | / | 104 | 83 | 94 | / | 104 | 100 | 112 | 106
45 | COC(=O)c1nc2cc(-c3ccc(OC)cc3)cnc2n1C | 97 | 118 | 98 | 88 | 101 | 100 | 93 | 106 | 122
46 | O=C1CC2CC=CCN2C=C1N1CCCCC1=O (configuration not stated) | 97 | 102 | 88 | 112 | 96 | 110 | 110 | 101 | 103
47 | COc1ccc(-c2nnc(SCC(=O)c3ccccc3)o2)cc1 | 86 | 102 | 92 | 99 | 91 | 102 | 97 | 101 | 98
48 | COc1ccc(OC)c2c1CCC1(C2)NC(=O)NC1=O (configuration not stated) | 106 | 133 | 86 | 95 | 104 | 103 | 99 | 113 | /
49 | Cc1cc2c(cc1C)Nc1sc(NC(=O)CN3CCN(C)CC3)nc1C(=O)N2 | 101 | 103 | 104 | 107 | 100 | 116 | 97 | 109 | 102
50 | C=C(C)C(N)=O | 95&105 | 99&104 | 93&92 | 101&98 | 91&109 | 100&101 | 106&96 | 101&109 | 100&102
51 | CC1=C(C(=O)OCc2ccccc2)C(c2ccc3c(c2)OCO3)NC(=S)N1 (configuration not stated) | 120 | 97 | / | 99 | 105 | 94 | 103 | 102 | 92
52 | CCCC(=O)c1ccc2ccccc2c1O | 119 | 102 | 111 | 102 | 86 | 102 | 100 | 88 | 113
53 | COc1ccc(-c2cc(-c3cc(OC)ccc3OC)nc3sc(C(C)=O)c(N)c23)cc1 | 105 | 85 | 73 | 87 | 70 | 94 | 81 | 87 | 77
54 | CC(=O)OC(C)c1ccccc1 (configuration not stated) | 115 | 103 | 97 | 100 | 104 | 104 | 109 | 105 | 110
55 | COc1ccc(N(c2nc(-c3ccc(Br)cc3)cs2)C(C)C)cc1 | 114 | 101 | 106 | 110 | 102 | 101 | 105 | 102 | 99
56 | Cn1c(=O)[nH]c(=O)c2nc(CC(O)c3ccco3)c(=O)[nH]c21 (configuration not stated) | 93 | 97 | 90 | 95 | 110 | 101 | 96 | 101 | 106
57 | CN(C)c1cnccn1 | 112 | 92 | 97 | 87 | 104 | 89 | 101 | 122 | 103
58 | Fc1ccccc1Nc1ccc2nnc(-c3ccncc3)n2n1 | 107 | 101 | 101 | 106 | 103 | 106 | 100 | 112 | 112
59 | COc1ccc(C2=NNC(c3sc(Cl)nc3Cl)C2)cc1 (configuration not stated) | 72 | 73 | 101 | 110 | 86 | 29 | 96 | 102 | 79
60 | COc1cc(/C=C/c2ccccc2)oc(=O)c1 | 120 | 95 | 114 | 105 | 94 | 91 | 90 | 91 | 111
61 | CC12CCC3C(CCC4CC(O)CCC43C)C1CC(O)C2 (configuration not stated) | 111 | 109 | 81 | 102 | 104 | 111 | 98 | 122 | 111
62 | COc1ccc2c(c1)O/C(=C\c1ccc(O)cc1)C2=O | 99 | 88 | 85 | 93 | 103 | 112 | 95 | 100 | 101
63 | CC12CCCC(=O)C1CC/C(=C\c1ccco1)C2=O (configuration not stated) | 94 | 107 | 112 | 101 | 100 | 108 | 97 | / | 104
64 | Oc1cccc2c(O)cccc12 | 104 | 89 | 73 | 94 | 103 | 105 | 100 | 107 | 95
65 | C#CCN1C(=O)/C(=c2\sc3n(c2=O)C2C(NN=3)N(CC)C(=O)N2CC)c2ccccc21 (configuration not stated) | -1.5* | 50 | -25* | -40* | 7.7* | 24 | 28 | -13* | 14
66 | CCc1ccccc1OCc1ccccc1 | 113 | 95 | 82 | 99 | 101 | 95 | 100 | 101 | 88
67 | CC(=O)c1ccc(OCC(=O)Nc2nc(-c3ccc(Cl)cc3)cs2)cc1 | 97 | 100 | 112 | 98 | 104 | 104 | 103 | 100 | 102
68 | CSc1cccc(NC(=S)NN/C(=N/S(=O)(=O)c2ccccc2)N2CCCC2)c1 | 95 | 103 | 76 | 103 | 103 | 101 | 101 | 107 | 97
69 | CCC(CCCN1C(=O)c2ccccc2C1=O)Nc1cc(OC)cc2c(C)ccnc12 (configuration not stated) | 69 | 113 | 92 | 77 | 100 | 86 | 102 | 93 | 102
70 | O=C1N=C(N2CCN(c3ccccc3)CC2)S/C1=C\c1c(F)cccc1Cl | 101 | 93 | / | 97 | 103 | 98 | 96 | 98 | 99
71 | Nc1nc2cc(-c3ccc4ncnc(NCc5ccccc5)c4c3)ccc2o1 | 40 | 25 | -84* | -86* | 37 | 24 | 23 | -42* | 25
72 | CCOC(=O)CC(C(=O)OCC)P(c1ccccc1)c1ccccc1 (configuration not stated) | 97 | 97 | 100 | 100 | 100 | 99 | 96 | 106 | 103
73 | O=C(CSc1nnnn1-c1ccccc1)Nc1ccc(Oc2ccccc2)cc1 | 100 | 101 | 101 | 111 | 108 | 99 | 99 | 100 | 99
74 | Oc1ccccc1C(O)(c1ccccc1)c1ccccc1 | 113 | 100 | 97 | 110 | 102 | 112 | 95 | 115 | 106

Assay outcomes from PubChem BioAssay.
